# PrPC surface inh – cell surface PrPC inhibition, primary TR-FRET screen; P04156; TR-FRET read-out; inhibition, % at 13.8 µM; 0.43% of 370,000 active; AID 720596; in the data active = inhibition above about 24%; also: 0% = median of the test wells and 100% = reference compound wells
# 3CLpro inhibitor – SARS-CoV 3CLpro protease inhibition; 0.14% of 290,000 active; inhibition, % at 6 µM; recombinant SARS-CoV 3CLpro, quenched FRET peptide cleavage; AID 1706; in the data active = inhibition above about 12%
# BoNT A protease – inhibitors of Botulinum neurotoxin A light chain protease | 0.17% of 360,000 active | AID 588499 | inhibition, % at 10 µM | multiplex microsphere protease substrate cleavage, flow cytometry; also: plate controls were buffer without enzyme for full effect and enzyme alone for no effect
# PfHsp40 yeast – compounds rescuing yeast from Plasmodium falciparum HSP40 toxicity; AID 504582; growth rescue, % at 12.5 µM; S. cerevisiae expressing PfHsp40, growth rescue, ATP luminescence; 0.68% of 340,000 active; in the data active = growth rescue above about 28%, passing the limit was not always enough; inconclusive = no clear call, values can overlap the other calls;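 also: yeast W303a lacking pdr1 and pdr3 grown in galactose medium; growth measured after three days at 30 °C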
# Yp Topo-I inh – blocks Yersinia pestis topoisomerase I activity; Y. pestis Topo-I cleavage product accumulation, plate reader; activity, % at 10 µM; 0.064% of 360,000 active; in the data active = activity above about 50%, passing the limit was not always enough; inconclusive = no clear call, values can overlap the other calls; also: inactives centre near 2
# SSB-PriA inh – inhibitors of Klebsiella pneumoniae PriA binding to SSB C-terminal tail. 0.6% of 430,000 active. AlphaScreen SSBct-PriA binding, biotinylated peptide. inhibition, % at 33 µM; in the data active = inhibition mostly above about 37%, no sharp cut-off; inactive = mostly below about 20%;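 also: plate controls were negative control peptide for no effect and reference peptide for full effect; strong numbers were not always called active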
# TcdB inh – TcdB glycohydrolase inhibition; P18177; TcdB glycohydrolase enzymatic assay, plate reader; inhibition, % at 9.99 µM; 0.24% of 350,000 active; AID 652162; in the data active = inhibition above about 10%
# Anthrax LF inh2 – anthrax lethal factor protease inhibition; P15917; multiplex microsphere protease cleavage assay, LF; inhibition, % at 10 µM; 0.12% of 360,000 active; AID 588501; also: plate controls were buffer without enzyme for full effect and enzyme alone for no effect
# Vc quorum ag – quorum light induction in luxS cqsA deficient V. cholerae; V. cholerae BH1578 lux reporter, luminescence, 6 h; activation, % at 18.7 µM; 0.16% of 350,000 active; AID 588436; in the data active = activation mostly above about 9.7%, no sharp cut-off; inconclusive = no clear call, values can overlap the other calls; inactive = mostly below about 3.7%; also: not every result past the cut was called active; inactives centre near 0; reference of the scale not given here
# Numbers without * were called inactive; i = inactive; ? = inconclusive; / = no result given; & = joins results of further samples. Rule as the data show it, unless noted: active = inhibition above about 30%; inconclusive = no clear call, values can overlap the other calls; inactive = below that. A portion of the library. The share of hits here may be higher or lower than overall.
SMILES,PrPC surface inh,3CLpro inhibitor,BoNT A protease,PfHsp40 yeast,Yp Topo-I inh,SSB-PriA inh,TcdB inh,Anthrax LF inh2,Vc quorum ag
CSc1ccc2c(c1)C(N1CCN(C)CC1)Cc1ccccc1S2 (stereo not drawn),-11&-15,2,-0.3&-1.1,?,-2&1,27,2.7&2.3,-7&4,-0.5&1.2
CC(C)COC(=O)N1CCCCC1c1cc(C(=O)NC(C)C)no1 (stereo not drawn),-6,/,0.3,/,-8,/,-0.1,5,-0.9
Cn1nnnc1SCC(=O)Nc1nc2c(s1)CCCC2,5,0,0.9,-0.2,-3,-20,/,-1,2.3
CC1SC(=S)N(c2ccc(N(C)C)cc2)C1=O (stereo not drawn),3,3,1.7,-1.0,-11,2,0.4,-10,-0.6
CCOc1ccc(N=c2oc3cc(O)ccc3cc2C(=O)NCC2CCCO2)cc1 (stereo not drawn),-4,2,0.9,-1.2,-1,-8,0.0,-4,-0.4
COC(=O)c1cccc(Nc2nc3ccccc3nc2C)c1,-3,1,1.5,0.6,1,-10,/,2,i
C(=C\c1sc(Nc2ccccc2)n[n+]1-c1ccccc1)/c1ccccc1,6,/,1.4,0.5,-21,7,-0.9,0,i
C=CCn1c(SCc2cc([N+](=O)[O-])cc3c2OCOC3)nc2cc(C(=O)O)ccc2c1=O,0,-3,-0.9,-0.1,1,-7,1.8,-7,i
Cc1ccccc1NC(=O)Cc1nc(COC(=O)Cc2cccc(C(F)(F)F)c2)cs1,3,/,0.1,/,26,/,1.5,-2,-4.8
CN(C)S(=O)(=O)c1ccc(C(=O)NCCS(=O)(=O)N2CCN(c3ccc(F)cc3)CC2)cc1,1,-1,-0.9,2.2,8,8,1.5,-3,-0.4
FC(F)(F)c1cc(-c2ccco2)nc(N2CCN(Cc3ccccc3)CC2)n1,-2,4,-5.6,0.5,25,-1,/,-4,i
Cc1ccc2nc3ccc(N4CCCC4)nn3c(=O)c2c1,-14,-3,1.0,1.4,11,6,/,2,-17
Cc1ccc(CONC(=O)c2ccccc2Cl)cc1,-4,/,-0.8,-0.8,6,15,0.5,-5,-1.8
CNC(=O)c1cc(NC(=O)CCn2nc(-c3ccc(C)cc3)c3ccccc3c2=O)ccc1OC,4,3,/,/,-7,0,0.1,/,-0.4
CCOc1ccc(-n2nnnc2SCC(=O)Nc2ccc(NC(C)=O)cc2)cc1,-3,-8,-2.7,-0.3,-2,0,0.2,-24,i
CCCC(=O)Nc1ccc(-c2csc(N/N=C\c3ccncc3)n2)cc1,5,-6,-4.2,0.1,-2,/,-0.7,-1,-0.7
CCOC(=O)CSc1c(-c2cccs2)[nH]c2ccccc12,0,1,3.3,7.6,-17,16,/,2,-0.6
N#C/C(=N\Nc1cccc(F)c1)C(=O)C1CC1,-3,4,-0.2,-1.5,-3,/,-0.3,0,-0.4
Cc1cccc(OCC(=O)Nc2ccncc2)c1C,12,1,-3.6,-0.7,2,-13,-6.2,-11,i
CCOCCCNS(=O)(=O)c1ccc(NC(=O)CN2C(=O)c3ccccc3C2=O)cc1,-1,0,-0.2,0.9,2,-10,-1.8,-9,-0.9
COC1CCCN(Cc2c(C(=O)N3CCc4ccccc4C3)nc3ccc(Cl)cn23)C1 (stereo not drawn),-4,3,-3.0,1.9,17,-4,-0.5,-1,12
Cc1cc([N+](=O)[O-])nn1CCCC(=O)O,5,2,-1.0,3.3,6,-13,0.2,0,i
COc1ccc2c(c1)OC(O)(C(F)(F)C(F)F)CC2=O (stereo not drawn),-6,-3,-1.3,0.2,0,0,0.9,-4,i
COc1ccc(CCNC(=O)C(C)SCC(=O)Nc2ccc(F)cc2)cc1 (stereo not drawn),9,/,-0.9,0.7,1,-3,1.9,12,i
CN(CC(=O)NCc1ccncc1)S(=O)(=O)c1cc(Cl)ccc1Cl,-3,-2,0.2,-0.8,-7,3,0.2,3,-4.5

# Entries of single compounds from above:
# CCOc1ccc(-n2nnnc2SCC(=O)Nc2ccc(NC(C)=O)cc2)cc1 is listed as PrPC surface inh = -3; 3CLpro inhibitor = -8; BoNT A protease = -2.7; PfHsp40 yeast = -0.3; Yp Topo-I inh = -2; SSB-PriA inh = 0; TcdB inh = 0.2; Anthrax LF inh2 = -24; Vc quorum ag = i
# CC1SC(=S)N(c2ccc(N(C)C)cc2)C1=O (stereo not drawn) is listed as PrPC surface inh = 3; 3CLpro inhibitor = 3; BoNT A protease = 1.7; PfHsp40 yeast = -1.0; Yp Topo-I inh = -11; SSB-PriA inh = 2; TcdB inh = 0.4; Anthrax LF inh2 = -10; Vc quorum ag = -0.6
# CNC(=O)c1cc(NC(=O)CCn2nc(-c3ccc(C)cc3)c3ccccc3c2=O)ccc1OC is listed as PrPC surface inh = 4; 3CLpro inhibitor = 3; BoNT A protease = /; PfHsp40 yeast = /; Yp Topo-I inh = -7; SSB-PriA inh = 0; TcdB inh = 0.1; Anthrax LF inh2 = /; Vc quorum ag = -0.4

# Given with bars between the fields: entries from further up.
SMILES | PrPC surface inh | 3CLpro inhibitor | BoNT A protease | PfHsp40 yeast | Yp Topo-I inh | SSB-PriA inh | TcdB inh | Anthrax LF inh2 | Vc quorum ag
CCOc1ccc(N=c2oc3cc(O)ccc3cc2C(=O)NCC2CCCO2)cc1 (stereo not drawn) | -4 | 2 | 0.9 | -1.2 | -1 | -8 | 0.0 | -4 | -0.4
COC(=O)c1cccc(Nc2nc3ccccc3nc2C)c1 | -3 | 1 | 1.5 | 0.6 | 1 | -10 | / | 2 | i
C(=C\c1sc(Nc2ccccc2)n[n+]1-c1ccccc1)/c1ccccc1 | 6 | / | 1.4 | 0.5 | -21 | 7 | -0.9 | 0 | i
C=CCn1c(SCc2cc([N+](=O)[O-])cc3c2OCOC3)nc2cc(C(=O)O)ccc2c1=O | 0 | -3 | -0.9 | -0.1 | 1 | -7 | 1.8 | -7 | i

# Continuation.
SMILES,PrPC surface inh,3CLpro inhibitor,BoNT A protease,PfHsp40 yeast,Yp Topo-I inh,SSB-PriA inh,TcdB inh,Anthrax LF inh2,Vc quorum ag
CC1(C)Cc2nc3oc4c(N5CCOCC5)ncnc4c3cc2CO1,-1,6,-0.2,-1.8,-5,0,/,1,i
COc1cccc(C(=O)C2CCCN(Cc3cccc4c3OCO4)C2)c1 (stereo not drawn),-2,3,0.5,1.2,2,2,-0.5,-2,-0.6
COc1ccc(C2c3c(ccc4ccccc34)Oc3ncn4nc(CO/N=C/c5ccccc5)nc4c32)cc1 (stereo not drawn),0,-2,?,-0.4,1,/,/,6,1.0
CCOC(=O)C1CCN(C(=O)Cn2cccc2C(=O)c2ccccc2)CC1,2,-2,-0.3,-0.1,6,-13,/,-8,i
CS(=O)(=O)N(CCc1ccccc1)CC(=O)N1CCN(Cc2ccc3c(c2)OCO3)CC1,0,0,-0.9,-0.3,23,-8,/,-2,-1.5
CC(=O)C1=C(C)OC(N)=C(C#N)C1c1ccncc1 (stereo not drawn),5,-4,-0.7,-1.3,-6,-10,/,0,-3.2
Cc1cc(=O)[nH]c(SCCCOc2ccc(F)cc2)n1,1,-6,-0.1,-2.7,-2,-14,/,1,-0.2
CCN(CC)c1ccc(NC(=S)Nc2ccc(F)cc2)cc1,-2,2,-0.4,1.0,-4,60,-26,-5,-0.2
C=CCn1c(SCn2nnc3ccccc3c2=O)nnc1-c1ccc(F)cc1,-5,-1,1.0,-1.2,3,1,/,-4,i
CC1(c2ccccc2)NC(=O)N(CC(=O)Nc2ccc(N3CCOCC3)cc2)C1=O (stereo not drawn),-1,/,1.8,3.0,-13,-1,0.2,-2,-0.9
CCOCCn1c(N(C)Cc2ccccc2)nc2c1c(=O)[nH]c(=O)n2C,4,3,-1.4,-0.8,7,-11,/,4,-1.3
COc1cccc(NC(=O)C(=O)NCCCn2ccnc2)c1,9,-3,-0.2,-0.1,3,-1,0.5,-4,2.7
COc1ccc(C2CCCN2C(=S)Nc2cccc(Cl)c2C)cc1OC (stereo not drawn),6,0,2.7,-1.8,2,-8,0.8,6,i
CCOc1ccc(C2C(C(=O)Nc3ccccc3)=C(C)N=c3s/c(=C/c4cccc(OCC(=O)O)c4)c(=O)n32)cc1 (stereo not drawn),-1,6,-1.5,-0.2,11,/,-0.8,1,-0.5
COC(=O)c1ccccc1C(=O)N1CCCC(CNC(=O)c2ccc(F)cc2)C1 (stereo not drawn),5,4,-0.8,7.1,-7,-2,-0.3,0,-0.2
CN1CCC(N(C)C(=O)c2ccccc2Nc2ccc(SC(F)F)cc2)CC1,2,-3,0.4,0.1,-4,0,/,0,i
CCCCn1cnc2c(sc3nc4c(cc32)CSC(C)(C)C4)c1=O,2,2,2.7,-1.5,2,-3,/,-2,-0.4
O=S(=O)(Nc1ccccc1Br)c1cccs1,2,-3,-0.1,3.8,5,-7,-6.2,-6,i
c1ccc(CNc2nc3ccccc3n3cnnc23)cc1,-2,-4,0.0,-0.1,-5,104*,1.9,-6,-0.1
Cc1ccsc1/C=N/Nc1ccc(C(=O)O)cc1,-1,-1,-3.7,1.5,-7,/,0.9,-10,i
O=C(Cc1ccc(Br)cc1)c1ccc(O)cc1O,8,8,-0.5,0.1,-12,-9,/,-4,i
Cc1cc(OC(=O)c2ccc(S(=O)(=O)N(C)C)cc2)c([N+](=O)[O-])c(=O)[nH]1,-1,-9,0.1,0.4,5,-5,1.0,1,/
COc1ccc(C(=O)N2CCC(c3ccccc3)CC2)c(OC)c1OC,0,-3,0.0,-1.6,-2,0,1.1,0,2.5
S=C(Nc1ccccc1Cl)N1CCCCCC1,0,-2,-0.8,0.0,1,1,-0.8,0,i
COCCN(C)C(=O)CC1C(=O)NCCN1CC(c1ccccc1)c1ccccc1 (stereo not drawn),-4,0,0.9,0.0,2,-12,0.3,0,i
Cc1ccc(C)c(N(C(=O)CNC(=O)c2ccco2)C(C(=O)NC2CCCC2)c2ccncc2)c1 (stereo not drawn),0,-2,0.0,1.6,5,-1,-1.4,1,-0.4

# Compound activity as filed in PubChem BioAssay.
